Runt-SMMHC FRET = inhibitors of RUNX1 Runt–CBFb-SMMHC binding, primary screen, biochemical, FRET, Cerulean-Runt, Venus-CBFb-SMMHC, uHTS | Cerulean-Runt/Venus-CBFb-SMMHC FRET ratio 530/480, 1 h | 0.74% of 220,000 active | inhibition, % at 20 µM;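 active = mean inhibition across duplicate retests at 20 µM reaching about 50%, limit read from the data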;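 note: 0% = DMSO wells and 100% = wells with excess untagged CBFb-SMMHC; inhibitors lower the FRET ratio by blocking Runt binding to CBFb-SMMHC; some results filed as inactive read as strong as hits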
Target sequence (Q01196 whole entry, looked up): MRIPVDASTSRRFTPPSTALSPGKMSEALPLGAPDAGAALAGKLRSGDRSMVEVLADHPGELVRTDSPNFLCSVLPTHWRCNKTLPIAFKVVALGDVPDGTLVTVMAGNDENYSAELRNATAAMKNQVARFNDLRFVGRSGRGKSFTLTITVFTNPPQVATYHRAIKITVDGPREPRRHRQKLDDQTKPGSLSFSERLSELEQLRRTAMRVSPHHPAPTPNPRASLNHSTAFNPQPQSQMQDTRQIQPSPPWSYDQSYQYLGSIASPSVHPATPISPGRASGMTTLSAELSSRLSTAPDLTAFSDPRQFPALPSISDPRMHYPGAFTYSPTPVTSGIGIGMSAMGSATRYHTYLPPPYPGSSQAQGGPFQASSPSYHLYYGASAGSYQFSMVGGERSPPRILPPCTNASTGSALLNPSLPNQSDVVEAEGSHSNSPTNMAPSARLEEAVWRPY
Target sequence (Q13951 whole entry, looked up): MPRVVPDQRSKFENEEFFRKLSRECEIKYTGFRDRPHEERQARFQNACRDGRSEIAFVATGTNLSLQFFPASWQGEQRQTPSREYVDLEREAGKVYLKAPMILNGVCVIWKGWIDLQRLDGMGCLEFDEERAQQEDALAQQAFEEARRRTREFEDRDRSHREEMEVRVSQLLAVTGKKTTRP
TRPML3 ag = human TRPML3 channel agonists, primary screen, cell-based, HEK293 TRPML3-YFP, Fluo-8 calcium fluorescence, 3 µM. Mucolipin-3 (Homo sapiens), Q8TDD5. 100% = the carbachol control signal. activation, % at 3 µM. 0.29% of 220,000 active;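 active = activation above its plate's cutoff, the mean activation of the plate's test wells plus 3 SD, cut at about 12% in these data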;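 note: 0% = DMSO only wells and 100% = carbachol wells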
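Material: HEK293 cells stably carrying human TRPML3-YFP; compound dosing: single dose, 3 µM final nominal compound, 0.3% DMSO final; incubation: 1-h 37 °C dye load, 5-s basal, 120-s post-compound reads; technique: Fluo-8 intracellular calcium fluorescence, excitation 470-495 nm, emission 515-575 nm; read-out basis: percent activation from peak-to-basal fluorescence ratio, scaled between DMSO and carbachol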
EBV gp42 inh = Epstein-Barr virus gp42 inhibitors, primary screen, biochemical, uHTS, fluorescence polarization. Glycoprotein 42 (Epstein-Barr virus (strain AG876)), Q1HVG2. Fluorescence polarization binding assay, mP read-out. inhibition, % (tested at 21.74 µM). 0.42% of 220,000 active; in the data active = inhibition above about 50%
Target sequence (Q1HVG2 whole entry, looked up): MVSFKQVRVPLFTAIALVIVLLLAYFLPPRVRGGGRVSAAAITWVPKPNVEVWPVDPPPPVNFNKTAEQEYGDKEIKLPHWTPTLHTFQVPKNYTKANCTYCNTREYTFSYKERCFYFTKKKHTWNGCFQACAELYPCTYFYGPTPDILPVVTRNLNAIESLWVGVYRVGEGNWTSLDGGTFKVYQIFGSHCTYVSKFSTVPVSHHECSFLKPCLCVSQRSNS
CHOP inhibitor = inhibitors of CHOP promoter induction, primary screen, cell-based, unfolded protein response, luciferase reporter | CHO-K1 CHOP-promoter luciferase, tunicamycin-induced, 15-18 h | inhibition, % at 10 µM | 3.8% of 220,000 active | AID 2732, 2010;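 active = compounds that reduced the stress-induced luciferase reporter signal by more than about 70% of percent inhibition, limit read from the data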;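 note: 0% = tunicamycin plus vehicle and 100% = wells without tunicamycin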
p47phox inh = p47phox/p22phox peptide binding inhibitors, primary screen, biochemical, uHTS, NADPH oxidase regulatory subunit | Neutrophil cytosol factor 1 (Homo sapiens), P14598 | fluorescence polarization, 2 h | inhibition, % at 24.7 µM | 0.53% of 220,000 active | AID 1274, 2008;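 active = inhibition above about 30%, limit read from the data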;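 note: 0% = p47phox with labelled peptide and 100% = labelled peptide alone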
PPC-1+TRAIL kill = compounds killing PPC-1 cancer cells with TRAIL present, primary screen, TRAIL potentiator project, ATPLite luminescence, uHTS. PPC-1 cells + TRAIL, ATPLite viability luminescence. cell killing (% activity), % at 4 µM. 0.41% of 220,000 active. AID 1443, 2008;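 active = cell killing above 50% in the first pass at 4 µM, then a duplicate retest at 5 µM averaging 50% or more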;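 note: plate controls were cells with TRAIL plus DMSO for no effect and medium-only wells lacking cells for full effect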
TRPN1 ag = zebrafish TRPN1 channel agonists, primary screen, cell-based, HEK293, calcium fluorescence; transient receptor potential cation channel N1 (TRPN1/NompC), Danio rerio; HEK293 zebrafish TRPN1-YFP, Fluo-8 calcium fluorescence; 100% = response to 87 µM carbachol; activation, % at 3 µM; 0.18% of 220,000 active; AID 1424, 2008;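 active = activation above its plate's cutoff, the mean activation of test wells on that plate plus 3 SD, cut at about 19% in these data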;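 note: 0% = DMSO alone and 100% = 87 µM carbachol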
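Assay system: Zebrafish TRPN1-YFP in HEK293 cells | Incubation: Dye loading 1 h at 37 °C, then 30 min room temperature | Measured by: Kinetic Fluo-8 fluorescence, ex 470-495, em 515-575 nm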
MDM2 E3 inh = MDM2-luciferase reporter signal enhancers, primary screen, MDM2 E3 ligase inhibitor project, cell-based, luminescence, 1536-well. E3 ubiquitin-protein ligase Mdm2 (Homo sapiens), Q00987. cell-based MDM2 ubiquitination luciferase reporter, 2 h; 0 = plate control, 100 = twice control, blank-subtracted. signal enhancement, % at 5 µM. 0.11% of 210,000 active. AID 1230, 2008;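 active = signal enhancement of 30% or more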;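 note: luminescence tracks abundance of the self-degrading MDM2-luciferase fusion protein; higher signal means inhibition of MDM2 E3 ligase activity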
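test system = mammalian cells stably expressing self-ubiquitinating, self-degrading MDM2 E3–luciferase fusion | quantity = 2000 cells/well | incubation = cell settling 4 h, compound treatment 2 h, both 37 °C | signal = luminescence with SteadyLite reagent, 15 min at room temperature | evaluation = % enhancement relative to plate controls after blank subtraction | benchmarks = plate controls and plate blanks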
TNF death inh = inhibitors of TNF-alpha triggered necroptosis, primary screen, cell-based, Jurkat FADD-/-, single concentration | Jurkat FADD-/- TNF necroptosis rescue, ATP luminescence, 24 h; 0 = TNF only, 100 = no-TNF cells | activation (protection from cell death), % at 10 µM | 0.068% of 220,000 active | AID 463075, 2010;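 active = activation, meaning protection from cell death, of at least 50% relative to plate controls; inactive = activation below 50%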;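 note: necroptosis triggered by 40 ng/mL TNF-alpha added together with compound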
An asterisk follows results filed as active; / = not tested or not shown; [ ] = remark or other dose.

SMILES | Runt-SMMHC FRET | TRPML3 ag | EBV gp42 inh | CHOP inhibitor | p47phox inh | PPC-1+TRAIL kill | TRPN1 ag | MDM2 E3 inh | TNF death inh
CCCC(C)NC(=O)c1ccc(F)cc1 (configuration not stated) | -7 | -0.7 | -8 | -5 | -11 | 13 | 0.4 | -3 | -0.4
Cc1nnc(NC(=O)C2c3ccccc3Oc3ccccc32)s1 | 18 | 0.1 | -18 | 37 | -12 | 7 | -0.3 | 0 | -0.6
Cc1ccc(C)c(N(CC(=O)Nc2cc(Cl)ccc2Oc2ccccc2)S(C)(=O)=O)c1 | 7 | -0.8 | -4 | 19 | -5 | 6 | 3.1 | 1 | 0.9
COc1ccc(OCC(=O)N2CCN(c3nnc(-c4ccccc4)c4ccccc34)CC2)cc1 | 3 | -0.7 | -23 | 30 | -23 | 12 | 0.7 | -9 | -0.3
CN(C)c1ncnc2c1ncn2C1OC(CO)C(O)C1O (configuration not stated) | -1 | 0.9 | 2 | 60 | 1 | 44[5 µM] | 0.0 | 17 | -14
CCOP(=O)(OCC)c1nc(/C=C/c2ccccc2)oc1NCc1ccc(OC)cc1 | 9 | -0.2 | 7 | 77* | -6 | 3 | -2.4 | 8 | 0.3
COC(=O)c1ccc2c(=O)n3c(nc2c1)SCC(c1ccccc1)=N3 | -4 | 0.2 | -1 | 13 | -6 | 14 | 1.0 | -9 | 2.1
CC(C)(C)c1nc2c(Br)cc(Br)cc2c(=O)o1 | 1 | 0.4 | 1 | 37 | 0 | 36 | 1.0 | 12 | 0.4
Cc1cc(C(=O)NCCCN2CCN(C3CCCCC3)CC2)n(-c2ccccc2)n1 | 3 | 0.8 | -2 | -10 | -3 | 31 | 0.1 | -14 | 0.3
CCCCCCSC1=C(C#N)C(c2ccccc2)CC(=O)N1 (configuration not stated) | 8 | -1.4 | -2 | 77* | -17 | 21 | -1.4 | -5 | 1.0
COc1cccc(C(=O)C2CCCN(Cc3cccc(-n4cccn4)c3)C2)c1 (configuration not stated) | -2 | 0.2 | -12 | 10 | -8 | 8 | 0.0 | -4 | 4.8
CC(=O)Nc1cccc(Oc2ncnc3scc(-c4ccc(C)cc4)c23)c1 | -5 | 0.8 | -11 | 37 | -15 | 8 | 1.5 | -2 | -1.6
Cc1[nH]n(-c2ccc([N+](=O)[O-])cc2)c(=O)c1C=NCCN1CCN(C(=O)c2ccc(F)cc2)CC1 | -4 | 0.0 | -7 | 5 | 14 | 10 | -0.5 | -13 | -2.7
CCc1cc2ccccc2nc1SCC(=O)Nc1cc(C)on1 | 3 | 0.1 | 6 | 61 | 4 | 10 | -0.1 | -1 | -2.1
COc1ccccc1OCc1ccc(C(=O)N(C)C)o1 | -2 | 0.1 | -21 | -3 | -4 | 23 | 0.5 | 2 | -1.7
COc1ccc(/C=N/NC(=O)c2cnccn2)c(OC)c1OC | 0 | 0.8 | -9 | 2 | -4 | 4 | 0.0 | -4 | 0.0
COC(=O)CCC(=O)Nc1cc(S(=O)(=O)Nc2ccc(Cl)cc2)ccc1N1CCOCC1 | 0 | -0.3 | -15 | -9 | 10 | 5 | -1.2 | -2 | 2.0
CC(C)(C)c1cc(C(=O)NN)n(Cc2ccc(Cl)cc2Cl)n1 | 2 | 0.7 | -10 | -8 | -3 | 2 | 1.3 | -13 | 6.2
CC(C)CCNC(=O)c1onc(CSc2ccc(Cl)cc2)c1C(=O)NCCC(C)C | -3 | / | -14 | 31 | -12 | 8 | / | -7 | 1.1
N#CCCN1CCN(S(=O)(=O)c2ccc(S(=O)(=O)N3CCOCC3)cc2)CC1 | 3 | 0.0 | -10 | 20 | 3 | 20 | -1.2 | -13 | 0.5
O=C(NN1C(=O)CSC1=S)c1cccnc1 | 2 | 1.0 | 1 | 15 | -12 | 8 | 1.6 | -2 | 1.1
COc1ccc(-c2nc(SCC(=O)N3CCOCC3)n[nH]2)cc1 | 0 | -0.3 | -10 | 19 | -12 | 4 | -0.7 | -2 | -1.8
OC(c1ccccc1)C1CN(Cc2ccccc2)CCC1(O)c1ccccc1 (configuration not stated) | 3 | -0.3 | 1 | 34 | 4 | -2 | -0.3 | -17 | 1.7
O=C(CCn1nc(-c2ccc(Cl)cc2)c2ccccc2c1=O)Nc1cccnc1 | -3 | -1.2 | -9 | 1 | 0 | -8 | -2.5 | -6 | -2.6
COc1ccc(CCNCC(O)COc2cccc(Br)c2)cc1OC (configuration not stated) | 0 | 1.8 | -8 | 15 | 10 | 18 | 2.4 | / | 2.9

Arranged by value in MDM2 E3 inh (ascending): 3 from the list above.
| SMILES | Runt-SMMHC FRET | TRPML3 ag | EBV gp42 inh | CHOP inhibitor | p47phox inh | MDM2 E3 inh |
| --- | --- | --- | --- | --- | --- | --- |
| CCCC(C)NC(=O)c1ccc(F)cc1 (configuration not stated) | -7 | -0.7 | -8 | -5 | -11 | -3 |
| CCOP(=O)(OCC)c1nc(/C=C/c2ccccc2)oc1NCc1ccc(OC)cc1 | 9 | -0.2 | 7 | 77* | -6 | 8 |
| CN(C)c1ncnc2c1ncn2C1OC(CO)C(O)C1O (configuration not stated) | -1 | 0.9 | 2 | 60 | 1 | 17 |

Next section:
SMILES | Runt-SMMHC FRET | TRPML3 ag | EBV gp42 inh | CHOP inhibitor | p47phox inh | PPC-1+TRAIL kill | TRPN1 ag | MDM2 E3 inh | TNF death inh
NC(=O)c1cn(-c2ccccc2)nc1-c1cccnc1 | 4 | 1.0 | -23 | 13 | -6 | 6 | -0.6 | 4 | -2.2
COc1ccc(N=C2SC(C(=O)Nc3ccc(F)cc3)CC(=O)N2C)cc1 (configuration not stated) | / | 0.8 | 4 | 23 | 1 | / | 3.7 | -17 | 3.5
CCOC(=O)c1cc(-c2ccco2)nc2c1c(C)nn2-c1ccccc1 | -17 | 0.7 | -22 | -3 | -43 | -3 | 0.1 | -16 | -3.4
O=C(C1CCCN(Cc2ccncc2)C1)N1CCc2ccccc2C1 (configuration not stated) | 0 | 0.6 | -16 | 12 | -1 | 10 | 1.3 | 1 | 1.5
Cc1ccc(CC(=O)NCCCn2ccnc2)cc1 | 5 | 0.5 | -68 | -9 | 5 | 4 | -0.2 | 1 | -0.1
Cc1cc(C(=O)N/N=C/c2cccn2C)no1 | 1 | 0.1 | -15 | -15 | 2 | -6 | 1.1 | -4 | 2.2
COC(=O)CC1=NN(c2ccc(OC)cc2)C(=O)/C1=C\c1ccc(Cl)cc1 | -1 | 0.7 | -1 | 19 | -1 | 23 | -0.8 | 6 | -0.3
Cc1[nH]c(=S)c(C#N)c2c1CCCC2 | 0 | 0.9 | -26 | -3 | 1 | / | 1.4 | -1 | -2.5
CSc1ccc(/C=C(\C#N)C(=O)Nc2cccc(C)c2)cc1 | -100 | 0.6 | -41 | -23 | -4 | 5 | 0.0 | -11 | 0.8
COc1ccccc1-[n+]1c(C)cc(/C=C2\Sc3ccccc3N2C)cc1C | 63* | 12* | -105 | 82* | -56 | 82*[5 µM] | 26* | / | -23
N#Cc1ccc(C(c2nnnn2C2CCCC2)N2CCC(Cc3ccccc3)CC2)cc1 (configuration not stated) | 6 | -0.4 | -30 | 24 | -14 | 1 | 1.2 | 7 | 0.9
Cc1ccc(NC(=O)/C(=C/c2cccc([N+](=O)[O-])c2)NC(=O)C2CCCCC2)cc1 | 2 | 0.3 | -13 | 30 | -11 | 32 | -1.1 | -28 | 0.5
CCC1=NN(C(=O)CCc2ccccc2)C(O)(C(F)(F)F)C1 (configuration not stated) | 3 | -0.4 | -11 | 39 | -3 | 12 | 0.7 | -14 | -1.8
CCc1nnc(NS(=O)(=O)c2ccc(NC(=S)NC(=O)c3cccnc3)cc2)s1 | 4 | 0.1 | -9 | -13 | -3 | 7 | 1.3 | 9 | -0.3
O=c1[nH]cc(-c2ccccc2)c(=O)[nH]1 | 1 | 0.5 | -12 | 4 | -8 | 21 | 1.2 | -12 | 0.0
CCC(=O)N/N=C(\C)CC(=O)Nc1ccc(Cl)cc1 | -6 | -0.1 | -6 | -6 | 6 | -1 | 0.1 | -14 | -0.4
COc1ccc(OC)c(NC(=O)CCCN2C(=O)C3C4C=CC(C4)C3C2=O)c1 (configuration not stated) | -7 | 0.1 | -21 | -1 | -2 | -1 | -0.1 | -15 | -0.1
Cc1cccc(NC(=O)Cc2cccs2)n1 | -6 | 0.9 | -13 | -18 | -16 | 30 | -0.1 | 2 | 0.8
O=S(=O)(c1ccccc1)c1cnc(-c2ccccc2)nc1N1CCCCC1 | -6 | 1.0 | 4 | 21 | -11 | 12 | 0.1 | -23 | 8.0
Cc1nn(C)c(Sc2ccccc2N)c1[N+](=O)[O-] | 51 | -1.3 | -1 | 25 | 12 | 6 | 0.0 | -3 | -1.6
Cc1cc(C(=O)NNC(=O)Nc2cccc(C(F)(F)F)c2)no1 | 3 | 0.9 | -8 | 12 | -9 | -22 | 0.3 | -4 | 0.0
CCOC(=O)c1c(/N=C/C2C(=O)CCCC2=O)sc2c1CCCC2 | -16 | 0.0 | -7 | 11 | -8 | -1 | -2.9 | -2 | -1.1
CC(=O)C1C(c2ccc(F)cc2)C2C(C)=NN=C2CC1(C)O (configuration not stated) | -3 | 0.9 | 12 | 7 | -10 | 11 | 1.2 | / | 1.8
CCOC(=O)Cc1nn[nH]n1 | -7 | 0.6 | -13 | -24 | -2 | -23 | 0.8 | -1 | 0.7
CCOC(=O)c1c(C)n(C)c2cc(Br)c(C(=O)OC)cc12 | 0 | -0.4 | 6 | 27 | -8 | 2 | -1.5 | -10 | -1.4
O=C(CC1C(=O)NCCN1Cc1cccc(Oc2ccccc2)c1)NCc1cccnc1 (configuration not stated) | 0 | 0.3 | 13 | 7 | 1 | 15 | -0.3 | -22 | 0.1

An excerpt from above, reduced to TRPML3 ag and p47phox inh.
SMILES	TRPML3 ag	p47phox inh
Cc1nn(C)c(Sc2ccccc2N)c1[N+](=O)[O-]	-1.3	12
Cc1cc(C(=O)NNC(=O)Nc2cccc(C(F)(F)F)c2)no1	0.9	-9
CCOC(=O)c1c(/N=C/C2C(=O)CCCC2=O)sc2c1CCCC2	0.0	-8
CC(=O)C1C(c2ccc(F)cc2)C2C(C)=NN=C2CC1(C)O (configuration not stated)	0.9	-10
CCOC(=O)Cc1nn[nH]n1	0.6	-2
